# Screening data: PubChem, National Center for Advancing Translational Sciences (NCATS)
# A549 viability = Nrf2 qHTS screen for inhibitors: counterscreen for cytotoxicity | A549 ARE-Fluc cells, CellTiter-Fluor viability, 18-24 h | Potency, µM (highest dose often 46 µM), inactives show top-dose activity change, negative = cytotoxicity, actives largely listed as inhibitors | actives 0.16% (n = 390,000) | AID 504648, 2011; note: potency is the fitted concentration of half-maximal effect; % is set by controls: 0 for no effect and ±100 for the full control effect
#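 A549 ARE-Fluc cells in 5% FBS OPTI-MEM, 5000 cells/well, rested 2 h then exposed to compounds in concentration-response for 18-24 h at 37 °C. Viability by CellTiter-Fluor fluorescence (Ex 405/Em 525) after 30 min; luciferase luminescence (BugLite, 15 min, RT) read afterwards.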
# TGFb inhibitor = qHTS for Inhibitors of TGF-b; HepG2 CAGA-GFP TGF-b/SMAD3 reporter, GFP fluorescence, 18 h; TGF-beta stimulated, 500 pg/mL final; Potency, µM (series often up to 46.1 µM), inactives show at the highest dose activity, negative = inhibition, hits mostly inhibitors; actives 1.2% (n = 410,000); AID 588855, 2011; note: potency is the fitted concentration of half-maximal effect; % is set by controls: 0 for no effect and ±100 for the full control effect; nearly all actives have a fitted effect of over 65% in size
#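 Per well, imaged GFP fluorescence of HEPG2 CAGA-GFP cells gives the signal; cells get compound, then TGF-beta (500 pg/mL final), 18 h at 37 degrees C; %Activity versus -TGF-beta and +DMSO controls.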
# Nrf2 block = Nrf2 qHTS screen for inhibitors; A549 ARE-Fluc reporter, luciferase luminescence, 18-24 h; Potency, µM (highest dose often 46 µM), for the others: at the top dose activity change, negative = inhibition, actives largely listed as inhibitors; actives 2.1% (n = 360,000); note: potency is the fitted concentration of half-maximal effect; % is set by controls: 0 for no effect and ±100 for the full control effect; nearly all actives have a fitted effect of over 60% in size
#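 Cells were seeded and rested 2 h, then exposed to compounds for 18-24 h. CellTiter-Fluor was read first as a viability measure. BugLite was added 15 min before the final luminescent read of ARE-luciferase activity in A549 cells.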
# HepG2 tox = qHTS for Inhibitors of TGF-b: Cytotox Counterscreen | HepG2 CAGA-GFP viability, ATP luminescence, 18 h | Potency, µM (highest dose often 46.1 µM), for inactives: at the highest dose activity change, negative = cytotoxicity, actives largely listed as cytotoxic | actives 0.76% (n = 410,000); note: potency is the fitted concentration of half-maximal effect; some results filed as inactive show a strong effect at the top dose
#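 HepG2 CAGA-GFP cells (1000/well, DMEM with 1% FBS) received compound, then TGF-beta at 500 pg/mL final, and were incubated 18 hours at 37 degrees C. Viability was read by CellTiter-Glo luminescence. Media-only wells were set as complete cell-killing and DMSO as no toxicity.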
# Nrf2 ARE act = qHTS of Nrf2 Activators; AREc32 ARE-luciferase reporter (MCF7-derived line), luminescence, 24 h; Potency, µM (highest dose often 46.1 µM), for the others: at the top dose activation, most hits filed as activators; actives 0.31% (n = 410,000); note: potency is the fitted concentration of half-maximal effect; % of control where 0% means no effect; nearly all actives have a fitted effect of over 65% in size
#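 ARE-driven firefly luciferase activity in AREc32 cells measured after a 24 hr compound exposure at 37 deg C, using Steady-Glo reagent and a 30 min room-temperature hold.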
# ATXN2 expr inh = Primary qHTS for Inhibitors of ATXN expression; HEK-293 ATXN2-luciferase reporter, luminescence, 24 h; Potency, µM (titrated, usually from 57 µM), without a hit: at the top dose activity change, negative = inhibition, actives largely listed as inhibitors; actives 0.72% (n = 360,000); AID 1745845, 2022; note: potency is the fitted concentration of half-maximal effect; % is set by controls: 0 for no effect and ±100 for the full control effect; nearly all actives have a fitted effect of over 55% in size
#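 ATXN2-luciferase reporter cells (luciferase flanked by upstream and downstream ATXN2 gene portions) were treated 24 h at 37 °C with compounds at up to 57 uM. SteadyGlo luminescence gave expression; GF-AFC fluorescence gave viability.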
# MCF10A rereplic = A quantitative high throughput screen for small molecules that induce DNA re-replication in MCF 10a normal breast cells. Potency, µM (highest dose often 46.1 µM), for inactives: top-dose activity, positive = re-replication, hits mostly activators. actives 2.9% (n = 350,000). MCF 10A DNA re-replication, Hoechst nuclear intensity, 48 h; note: potency is the fitted concentration of half-maximal effect; % of control where 0% means no effect; nearly all actives have a fitted effect of over 50% in size
# ATXN viability = Viability Counterscreen for Primary qHTS for Inhibitors of ATXN expression; Potency, µM (top dose mostly 56.7 µM), most hits filed as cytotoxic; actives 0.49% (n = 400,000); S2 cells (HEK-293 line with an ATXN2-luciferase reporter) viability, CellTiter-Fluor protease fluorescence, 24 h; note: potency is the fitted concentration of half-maximal effect; nearly all actives have a fitted effect of over 40% in size
# IL1B secr inh = qHTS for Inhibitors of Inflammasome Signaling: IL-1-beta AlphaLISA Primary Screen. THP-1 LPS/ATP IL-1B secretion, AlphaLISA, 16 h; hits give low values. activity change, % at 57.5 µM. actives 4.7% (n = 360,000). AID 743279, 2014; in the data active = activity change below about -50%; inconclusive = mostly about -30% to -49%; note: % is set by controls: 0 for no effect and ±100 for the full control effect
#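 Secreted IL-1B measured by AlphaLISA bead assay after 16 h compound exposure of THP-1 cells; compounds (final up to 57.5 uM) added 1 h before LPS (250 ng/mL) and ATP (1.25 mM) stimulation; lower signal means less secretion.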
# An asterisk follows results filed as active; i = inactive; ? = inconclusive; . = not tested or not shown; [ ] = another dose, or the depositor's remark. Unless noted, calls come from the whole dose curve; as a rule, active = well fitted curve in the direction sought with a large enough effect; inconclusive = small, poorly fitted or top-dose-only effect, or another doubt; inactive = no such curve, though single readings can be large; an effect the other way counts as inactive or inconclusive.
SMILES,A549 viability,TGFb inhibitor,Nrf2 block,HepG2 tox,Nrf2 ARE act,ATXN2 expr inh,MCF10A rereplic,ATXN viability,IL1B secr inh
Cc1ccc(CCNC(=O)c2ccc3c(c2)N(Cc2ccc(F)cc2)CCS3)cc1,2%,-9%,-16%,-4%,-1.1%,0%,.,i,.
CC1=C(C(=O)NC(C)c2ccccc2)C2(CCC(C)CC2)OC1=O (stereo not given),9%,-5%,18%,-3%,-0.1%,1%,-1%,i,-7
O=C(Cc1cc(=O)[nH]c(=O)[nH]1)N1CCC(Cc2ccccc2)CC1,1%,7%,0%,-19%,0.1%,-9%,1%,i,9
Cc1cc(Cl)c2oc(C(=O)N3CCOCC3)c(C)c2c1,.,4%,.,-17%,7.7%,.,.,i,-28
COc1ccc(-n2ncc3c(NCc4cccs4)ncnc32)cc1,-6%,3%,?,-32%,3.8%,60%[activator],-5%,i,-2
CC1(Cc2cc(Cl)ccc2C(F)(F)F)C(=O)Nc2ccc(-c3ccc(F)c(Cl)c3)cc21 (stereo not given),.,?,.,-115%,-3.2%,0%,.,.,-28
CN(CCc1ccccn1)C1CCCN(S(=O)(=O)c2ccccc2Cl)C1 (stereo not given),-8%,11%,-2%,1%,-0.8%,1%,2%,i,-3
CSc1ccc(/C=C/C(=O)OCC(=O)NC2CCCC2)cc1,.,-2%,.,5%,-1.1%,.,.,i,0
Clc1ccccc1Sc1cnc2ccccc2n1,-3%,23%,15%,-18%,9.0%,22%,0%,i,15
N#CCC(CNc1ncc(C(F)(F)F)cc1Cl)OC(=O)c1c(F)cccc1F (stereo not given),3%,16%,-19%,-24%,4.9%,-28%,1%,i,-13
O=C1CCCC2=C1C(c1ccc(O)c(O)c1)c1c(ccc3ncccc13)N2 (stereo not given),-5%,-13%,?,-6%,2.4%,16%,1%,i,26
O=C(COC(=O)c1ncc(Cl)c(Cl)c1Cl)Nc1cccnc1Cl,0%,4%,2%,12%,4.3%,-3%,1%,i,-56*
O=C(CCc1nnc(CCCc2ccccc2)o1)N1CCCCCC1,0%,16%,-7%,7%,4.9%,.,4%,i,-18
Cc1ccc(CNc2ncnc3[nH]ncc23)o1,6%,4%,1%,6%,.,.,.,.,.
CC(C)(C)N(Cc1ccccc1)C(=O)c1ccc(Cl)cc1[N+](=O)[O-],3%,-12%,-28%,-20%,-0.1%,-13%[11.3 µM],9%,i,-15
CCC(C)C(N)C1=NC(C(=O)N[C@@H](CC(C)C)C(=O)N[C@H](CCC(=O)O)C(=O)N[C@H](C(=O)N[C@H]2CCCCNC(=O)[C@H](CC(N)=O)NC(=O)[C@@H](CC(=O)O)NC(=O)[C@H](Cc3cnc[nH]3)NC(=O)[C@@H](Cc3ccccc3)NC(=O)[C@H]([C@@H](C)CC)NC(=O)[C@@H](CCCN)NC2=O)[C@@H](C)CC)CS1 (stereo not given in full),1%,6%,3%,-14%,0.1%,-6%,-14%,i,3
Cc1ccc(C(=O)Nc2cccc(C(=O)NCc3ccco3)c2)cc1,-14%,-27%,.,-10%,4.8%,-2%,11%,i,-25
O=C(CSc1cccc2cccnc12)N/N=C/c1ccc(F)cc1,-1%,-17%,-29%,-14%,-0.7%,-33%,6%,i,-15
Cc1nnc(N(CCC#N)CCC#N)s1,11%,?,4%,-64%,-0.1%,2%,-1%,i,-4
CCOC(=O)Cc1nnc(Nc2cc(C)ccc2C)c2ccccc12,6%,-2%,-1%,-15%,0.4%,-5%,0%,i,-5
COc1ccc2nc(-c3ccccc3)[nH]c2c1,?,9%,?,-47%,0.5%,25%,10%,i,10
CN/S(=N/S(=O)(=O)c1ccccc1)c1ccc(C)cc1 (stereo not given),0%,5%,.,-22%,-0.2%,-20%,0%,i,-5
Cc1ccc(N(C)S(=O)(=O)c2cccc(C(=O)NCC(c3cccs3)N3CCOCC3)c2)cc1 (stereo not given),4%,10%,-3%,-5%,0.9%,-15%,6%,i,-4
O=C(COC(=O)c1ccc(S(=O)(=O)Nc2ccccc2)cc1)NCCN1C(=O)CSC1=O,-17%,0%,5%,-2%,-0.7%,1%,13%,i,31
O=C(c1ccc2nc(N3CCOCC3)sc2c1)N1CCN(c2ccc(Cl)cc2)CC1,0%,-6%,?,-4%,0.3%,?,1%,i,2
O=C(CSc1n[nH]c(-c2ccccc2)n1)NCCCc1ccccc1,1%,?,.,-27%,3.5%,.,.,.,.
Cc1cccc(-c2noc(CCC(=O)NC3CCCCC3)n2)c1,-3%,-5%,-9%,1%,0.1%,-7%,-9%,i,0
COc1ccc(C(=O)c2ccc(Br)cc2)c(OC)c1OC,3%,-10%,?,-3%,3.4%,17%,7%,i,-9
Cc1cccc(-n2c(=O)c3c(c4cc(C)ccc4n3C)n(CC(=O)Nc3ccccc3Cl)c2=O)c1,5%,5%,14%,-4%,1.3%,16%,.,i,.
COc1cc2c(cc1NC(=O)c1cccc([N+](=O)[O-])c1)oc1ccccc12,18µM*,-2%,16µM*,-24%,9.0%,?,?,?,-15
CC(=O)NC(C(=O)c1ccccc1)C(=O)c1ccccc1,-10%,12%,1%,13%,-0.3%,-3%,-73%[inhibitor],i,2
O=C(c1cc2cc(Cl)ccc2[nH]1)N1CCN(c2ccc(F)cc2)CC1,8%,15%,0%,-20%,3.3%,0%,21%,i,-85*
Cc1ccc(Cl)cc1Nc1nc(-c2cccnc2)cs1,4%,-11%,-23%,1%,4.9%,-36%,?,?,0
CCCCN(CC)C(=O)CCn1c(=O)c2cccn2c2cccnc21,6%,-21%,29%,-11%,4.9%,.,.,.,.
O=C(O)c1ccc(Sc2ccccn2)c([N+](=O)[O-])c1,-10%,1%,-2%,-12%,1.9%,-1%,0%,i,7
CCN(CC(=O)NCc1cccs1)C(=O)C(c1ccccc1)c1ccccc1,3%,-16%,-9%,-6%,0.1%,1%,5%,i,-18
COc1cc([N+](=O)[O-])ccc1NC(=O)N1CCCCCC1,-3%,-7%,1%,-11%,2.9%,-12%,-15%,i,-3
Cc1nnc(N2C(=O)C(O)=C(C(=O)c3ccco3)C2c2cccc([N+](=O)[O-])c2)s1 (stereo not given),-21%,1%,7%,19%,-0.1%,-4%,-6%,?,-20
COc1nc(Nc2cccc(C(F)(F)F)c2)nc(OC)n1,-2%,-5%,16%,-5%,3.9%,19%,1%,i,44
Cc1ccc(S(=O)(=O)N/N=C2\C(=O)C3(C)CCC2C3(C)C)cc1 (stereo not given),2%,2%,-2%,-4%,-0.2%[9.22 µM],-6%,-8%,i,13

# Part of the list above, with values under each structure:
# Fields – A549 viability	TGFb inhibitor	Nrf2 block	HepG2 tox	Nrf2 ARE act	ATXN2 expr inh	MCF10A rereplic	ATXN viability	IL1B secr inh
> COc1ccc(C(=O)c2ccc(Br)cc2)c(OC)c1OC
 : 3%	-10%	?	-3%	3.4%	17%	7%	i	-9
> Cc1cccc(-n2c(=O)c3c(c4cc(C)ccc4n3C)n(CC(=O)Nc3ccccc3Cl)c2=O)c1
 : 5%	5%	14%	-4%	1.3%	16%	.	i	.
> COc1cc2c(cc1NC(=O)c1cccc([N+](=O)[O-])c1)oc1ccccc12
 : 18µM*	-2%	16µM*	-24%	9.0%	?	?	?	-15
> CC(=O)NC(C(=O)c1ccccc1)C(=O)c1ccccc1
 : -10%	12%	1%	13%	-0.3%	-3%	-73%[inhibitor]	i	2
> O=C(c1cc2cc(Cl)ccc2[nH]1)N1CCN(c2ccc(F)cc2)CC1
 : 8%	15%	0%	-20%	3.3%	0%	21%	i	-85*
> Cc1ccc(Cl)cc1Nc1nc(-c2cccnc2)cs1
 : 4%	-11%	-23%	1%	4.9%	-36%	?	?	0
> CCCCN(CC)C(=O)CCn1c(=O)c2cccn2c2cccnc21
 : 6%	-21%	29%	-11%	4.9%	.	.	.	.
> O=C(O)c1ccc(Sc2ccccn2)c([N+](=O)[O-])c1
 : -10%	1%	-2%	-12%	1.9%	-1%	0%	i	7
> CCN(CC(=O)NCc1cccs1)C(=O)C(c1ccccc1)c1ccccc1
 : 3%	-16%	-9%	-6%	0.1%	1%	5%	i	-18
> COc1cc([N+](=O)[O-])ccc1NC(=O)N1CCCCCC1
 : -3%	-7%	1%	-11%	2.9%	-12%	-15%	i	-3
> Cc1nnc(N2C(=O)C(O)=C(C(=O)c3ccco3)C2c2cccc([N+](=O)[O-])c2)s1 (stereo not given)
 : -21%	1%	7%	19%	-0.1%	-4%	-6%	?	-20
> COc1nc(Nc2cccc(C(F)(F)F)c2)nc(OC)n1
 : -2%	-5%	16%	-5%	3.9%	19%	1%	i	44
> Cc1ccc(S(=O)(=O)N/N=C2\C(=O)C3(C)CCC2C3(C)C)cc1 (stereo not given)
 : 2%	2%	-2%	-4%	-0.2%[9.22 µM]	-6%	-8%	i	13
